Screens: PubChem, several laboratories
MT1-MMP act inh: blockers of MT1-MMP proenzyme processing, primary screen, HT1080 RFP-PRO-GFP cells, GFP/RFP fluorescence; Matrix metalloproteinase-14 (Homo sapiens), P50281; GFP/RFP ratio fluorescence, overnight; percent of plate control window, DMSO zero; GFP/RFP ratio change, % at 20 µM; 360,000 compounds, 0.061% hits; AID 651647, 2012;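 active = GFP/RFP ratio change of at least 30% with cell ATP level not reduced by more than half and red fluorescence within 50% of control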; also: strong numbers were not always called active
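Test system: HT1080 cells expressing an RFP-PRO-GFP fluorescent reporter construct / Compound dosing: single-point 20 µM compound, 1% DMSO / Schedule: cells overnight before dosing, compound overnight, 37 °C, 5% CO2 / Evaluation: GFP/RFP fluorescence ratio / Control set: DMSO and RFP-L50D-GFP cell wells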
E coli Lon inh: inhibitors of E. coli Lon protease, primary screen, biochemical, fluorescence polarization. P0A9M0. purified E. coli Lon protease. inhibition, % at 7.94 µM. 360,000 compounds, 0.42% hits. AID 602123, 2011; in the data active = inhibition above about 13%, passing the limit was not always enough;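 also: 0% = enzyme with probe and DMSO and 100% = no enzyme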
bovine MsrA act: bovine MsrA enzyme activators, primary screen, biochemical, absorbance, HTS. activation, % at 10.6 µM. 360,000 compounds, 0.3% hits. AID 602163, 2012. purified bovine MsrA, absorbance read-out. Methionine sulfoxide reductase A (Bos taurus); in the data active = activation above about 7.5%;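 also: 0% = vehicle and 100% = reference activator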
MsrA inhibitor: bovine MsrA enzyme inhibitors, primary screen, biochemical, absorbance, HTS; AID 651718, 2012; purified bovine MsrA, absorbance read-out; Methionine sulfoxide reductase A (Bos taurus); inhibition, % at 15.5 µM; 360,000 compounds, 0.75% hits; in the data active = inhibition above about 4.5%;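 also: 0% = vehicle wells with enzyme and 100% = reference inhibitor wells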
Rin1 Abl inh: inhibitors of Rin1-Abl protein binding, primary screen, biochemical, TR-FRET | Tyrosine-protein kinase ABL1 (Homo sapiens) + Ras and Rab interactor 1 (Homo sapiens), … | inhibition, % at 7.35 µM | 360,000 compounds, 0.4% hits; in the data active = inhibition above about 5%, passing the limit was not always enough
SKN-1 inh: suppressors of acrylamide-induced Pgst-4::GFP reporter in worms, primary screen, SKN-1 inhibitor project, whole organism, uHTS, GFP/RFP fluorescence ratio, strain VP596; C. elegans VP596 Pgst-4::GFP/RFP ratio, 24 h; inhibition, % at 21.8 µM; 360,000 compounds, 0.49% hits; AID 624304, 2012;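 active = interference check ratio from 0.5 to 1.5 plus GFP to RFP signal ratio inhibition reaching or exceeding a fixed threshold, cut at about 30% in these data, passing the limit was not always enough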; also: some compounds called inactive have numbers as strong as hits
Neddyl block: inhibitors of cullin neddylation, primary screen, biochemical, TR-FRET, uHTS, NAE and Ubc12 | 360,000 compounds, 0.58% hits | AID 651699, 2012 | calls only at 25 µM; in the data active = inhibition above about 36%
Target sequence (P61081 whole entry, looked up): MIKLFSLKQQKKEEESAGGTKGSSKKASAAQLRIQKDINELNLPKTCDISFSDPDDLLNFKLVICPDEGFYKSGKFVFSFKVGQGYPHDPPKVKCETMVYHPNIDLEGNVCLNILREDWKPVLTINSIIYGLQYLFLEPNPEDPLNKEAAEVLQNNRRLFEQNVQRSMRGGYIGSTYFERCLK
Target sequence (Q13564 whole entry, looked up): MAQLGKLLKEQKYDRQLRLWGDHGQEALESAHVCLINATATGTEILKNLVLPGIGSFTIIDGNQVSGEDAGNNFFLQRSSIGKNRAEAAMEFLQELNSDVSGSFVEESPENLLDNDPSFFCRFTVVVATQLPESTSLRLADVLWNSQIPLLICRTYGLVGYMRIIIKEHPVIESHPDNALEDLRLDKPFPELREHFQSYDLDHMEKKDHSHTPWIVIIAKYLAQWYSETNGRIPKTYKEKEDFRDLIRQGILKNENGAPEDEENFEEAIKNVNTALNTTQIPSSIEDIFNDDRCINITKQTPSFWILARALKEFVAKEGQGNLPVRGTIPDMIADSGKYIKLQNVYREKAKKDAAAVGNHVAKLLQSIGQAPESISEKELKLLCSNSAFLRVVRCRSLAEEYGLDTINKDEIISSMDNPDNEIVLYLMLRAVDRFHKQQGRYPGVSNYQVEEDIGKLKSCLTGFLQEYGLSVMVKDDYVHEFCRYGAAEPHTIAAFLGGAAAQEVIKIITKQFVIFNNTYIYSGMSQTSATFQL
NRP1-CendR mod: modulators of CendR peptide binding to NRP-1, primary screen, biochemical, fluorescence polarization, uHTS | Neuropilin-1 (Homo sapiens), O14786 | FAM-RPARPAR peptide binding to NRP-1 | inhibition, % at 25 µM | 360,000 compounds, 0.85% hits;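 active = inhibition or corrected inhibition above about 18%, plus a signal ratio from 0.5 to 1.5, limit read from the data, passing the limit was not always enough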; also: strong numbers were not always called active
FAS-TE inh: FAS thioesterase domain inhibitors, primary screen, biochemical, fluorescence intensity, uHTS. recombinant FAS-TE, OMFH fluorogenic substrate, fluorescence endpoint. inhibition, % at 15 µM. 360,000 compounds, 0.67% hits. AID 602261, 2012;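 active = compounds whose normalised, plate-corrected inhibition of enzyme fluorescence in the single-dose primary screen is 50% or more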;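 also: 0% = DMSO with enzyme and 100% = substrate without enzyme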
* hit, by the source's call; i = inactive; / = not tested or not shown; + = active, no number. Only part of the results is shown. The share of hits here may be higher or lower than overall.

SMILES	MT1-MMP act inh	E coli Lon inh	bovine MsrA act	MsrA inhibitor	Rin1 Abl inh	SKN-1 inh	Neddyl block	NRP1-CendR mod	FAS-TE inh
COC(=O)C1=C(c2ccc(F)cc2OCc2ccccc2)C[C@@H]2CC[C@H]1N2C(=O)NCCOc1ccc(OC)cc1	1	-2	-1	2.3	3	-1	i	-2	29
CCc1ccc(-c2nn(Cc3ccccc3)cc2C=O)cc1	-2	1	-4	0.6	2	8	i	-3	14
COc1cc(OC)cc(C(=O)Nc2ccc(Br)cc2C(=O)c2ccccc2)c1	-4	9	-2	0.6	3	1	i	8	27
C[C@]12CCC3C(CCC4=C/C(=N/OCC(=O)NC(CCC(N)=O)C(=O)O)CC[C@@]43C)C1CCC2O (stereo partly specified)	-3	-8	-2	-0.4	3	8	i	3	-4
O=C1C2CCCN2C(c2cccs2)N1c1ccccn1 (stereo unspecified)	-1	-4	-3	-0.6	0	-20	i	-1	-10
NC(=S)N/N=C/c1coc2ccccc2c1=O	-9	5	-4	3.2	3	8	i	1	-5
CCc1ccc(OCCCN=C(C)c2c(O)n(C)c(=O)n(C)c2=O)cc1	8	-5	-8	-0.4	3	-1	i	-5	27
CC(C)(C)C(=O)Nc1ccc(S(=O)(=O)N2CC3CC(C2)c2cccc(=O)n2C3)cc1 (stereo unspecified)	3	-10	-1	-0.2	1	-1	i	5	-6
COc1ccc(C2=NS(=O)(=O)N(C)C(C(=O)N3CCC4(CC3)OCCO4)=C2)cc1OC	2	-1	-3	2.0	-6	3	i	-8	-4
c1ccc2c(c1)CN(Cc1ccc3c(c1)OCO3)Cc1cnnn1-2	-5	8	1	-0.1	-1	12	i	-1	-4
Cc1ccc2c(c1)Oc1ccccc1N=C2	-5	8	-3	-0.4	4	20	i	3	-4
Cc1cccc(N2C(=O)/C(=C/N3CCN(C(=O)c4ccco4)CC3)C(=O)NC2=S)c1	-14	-28	2	1.6	-3	34	i	-40	-7
O=C(Nc1ccc(C(F)(F)F)cc1)OC1CN2CCC1CC2 (stereo unspecified)	3	8	1	0.0	1	-1	i	3	-6
OC(CCNCCc1c[nH]c2ccccc12)C(F)(F)Cl (stereo unspecified)	0	-6	-4	0.7	-1	-2	i	1	-6
Cc1ccnc(-n2c(-c3ccccc3)nc3ccccc3c2=O)c1	1	-4	-3	1.1	3	-7	i	2	-3
COC(=O)c1nc(-c2ccc3c(n2)C(=O)C(N)=C(OC)C3=O)c(N)c(-c2ccc(OC)c(OC)c2O)c1C	7	6	-3	1.9	-1	8	i	0	29
O=c1[nH]c(=S)n(-c2ccc(Cl)cc2)c(O)c1C=Nc1ccc(N2CCOCC2)cc1	-6	-38	-11	0.8	-2	18	i	28	-42
C/C(CC(c1ccccc1)c1c(O)c2ccccc2oc1=O)=N\Nc1ccc([N+](=O)[O-])cc1[N+](=O)[O-] (stereo unspecified)	-1	2	-3	2.4	-6	-6	i	-4	18
O=C(NC1CC1)C1CSC(c2cccnc2)=N1 (stereo unspecified)	1	-7	-4	-0.8	-1	12	i	-7	-10
C/C=C(\C)C(=O)N[C@@H](c1ccccc1)[C@@H](O)C(=O)O[C@H]1C[C@@]2(O)[C@@H](OC(=O)c3ccccc3)C3[C@](C)(C(=O)[C@H](OC(C)=O)C(=C1C)C2(C)C)[C@@H](O)C[C@H]1OC[C@@]31OC(C)=O (stereo partly specified)	-3	-3	-1	0.5	3	13	i	-10	8
CCc1ccc(-n2c(O)c(/C=N/NC(=O)c3ccncc3)c(=O)[nH]c2=O)cc1	-5	-25	-6	4.7*	-5	-7	i	-46	-9
COc1ccc(OC)c(C(O)C(C)N)c1 (stereo unspecified)	2	-5	1	-0.5	-2	-5	i	19*	-3
CSCCC(N=Cc1c(O)n(-c2ccc(Cl)cc2)c(=O)[nH]c1=O)C(=O)OC(C)(C)C (stereo unspecified)	3	-12	-4	1.2	2	5	i	-3	4
NC(=O)c1ccc(OCCC(O)N2CC=C(c3ccc(F)cc3)CC2)cc1 (stereo unspecified)	-1	3	-6	2.3	-1	-7	i	-2	-5
ON1C2CCCCC2N(O)C1c1ccccc1 (stereo unspecified)	5	-1	-1	0.3	0	0	i	0	-11
Carrying on.
SMILES	MT1-MMP act inh	E coli Lon inh	bovine MsrA act	MsrA inhibitor	Rin1 Abl inh	SKN-1 inh	Neddyl block	NRP1-CendR mod	FAS-TE inh
CC(=O)Nc1ccccc1C(=O)OCC(=O)c1cccc2ccccc12	3	-1	0	1.7	2	7	i	10	26
CCN(CC)CCNC(=O)c1c(O)c2ccccc2n(Cc2ccccc2)c1=O	-11	0	2	-0.1	-3	-10	i	2	-8
COc1nc2ccccc2c(=O)n1-c1ccc(C)cc1	0	-8	-2	0.6	0	1	i	10	-10
ClCCN(CCCl)c1ccc(C=Cc2ccncn2)cc1	-84	-228	-5	0.8	-9	54*	i	-82	0
CSCCC(c1nnnn1-c1c(C)cccc1C)N1CCC2(CC1)C(=O)NCN2c1ccccc1 (stereo unspecified)	-1	1	-5	0.1	5	-8	i	0	25
NP(=O)(OCC(F)(F)F)Oc1ccccc1 (stereo unspecified)	-1	3	-2	0.3	-4	-1	i	8	-5
CC(C)c1ccc(N2C(=O)CC(=O)NC2=O)cc1	-9	-41	0	0.0	0	12	i	-23	-6
Cc1cc(C)cc(OCCOc2cccc(C=C3C(=O)NC(=O)NC3=O)c2)c1	3	-14	-2	-1.0	2	-16	i	3	9
Cc1ccccc1-n1c(O)c(C=Nc2ccc3c(c2)OCO3)c(=O)[nH]c1=O	-6	-9	-4	4.7*	0	10	i	3	-2
O=C(c1ccco1)c1cn(Cc2ccccc2)c2ccccc12	-3	-4	-3	1.7	5	-22	i	2	29
CCN(CC)c1ccc(N=Cc2c(O)n(Cc3ccco3)c(=O)[nH]c2=O)cc1	-97	-32	-4	0.5	2	2	i	-38	-42
CCN1CCN(C(=O)Cc2c(C)n(C(=O)c3ccc(Cl)cc3)c3ccc(OC)cc23)CC1	1	2	-3	-0.5	-5	0	i	0	-1
O=S1(=O)NCC2(CC2)CN1Cc1ccccc1	6	0	-3	0.2	/	8	i	-2	-9
CC(C)Sc1nnc(OC(=O)N(C)C)n1-c1ccccc1	0	-1	3	0.9	-2	-5	i	4	-5
CCN(CC)C(=O)c1ccc(NC(=O)COc2ccc([N+](=O)[O-])cc2Cl)cc1	5	6	-1	0.9	0	-4	i	31*	1
O=c1c2ccccc2nc(/C=C/c2ccccc2)n1-c1ccc(O)cc1	0	-20	-5	1.0	4	-9	i	-4	8
COCc1cc(C2SCC(=O)Nc3c2c(=O)[nH]n3C(C)C)ccc1OC (stereo unspecified)	0	-1	-3	-0.5	-2	-6	i	4	-4
O=C(C1CC(c2ccccc2O)=NO1)N1CCC2(CC1)OCCO2 (stereo unspecified)	-1	-2	-1	0.0	1	24	i	7	-5
C[C@]12CC[C@H](O)C[C@@H]1CC[C@@H]1[C@@H]2CC[C@]2(C)[C@@H](C(=O)O)C[C@@H]12	1	-5	-1	-0.7	3	-4	i	-2	-13
CN1C(=O)C(=Cc2cccnc2)C(=O)N(C)C1=O	0	0	-2	-0.3	0	4	i	8	-7
O=C1NC(=O)C(CCc2ccccn2)(Cc2cccc(Cl)c2Cl)C(=O)N1c1ccc(Br)cc1 (stereo unspecified)	-4	3	-1	0.1	-1	-6	i	3	7
CCOC(=O)COc1ccc2c(c1)c(C(C)=O)c(C)n2Cc1ccccc1	2	-9	-2	0.3	0	-2	i	-8	25
CCCc1cc(=O)oc2cc(OCC(=O)N3CCC(C(=O)O)(c4ccccc4)CC3)ccc12	-1	1	-10	3.9	-3	-2	+	-8	-8
CC(ON1CC1(C(F)(F)F)C(F)(F)F)(C(N)=O)C(N)=O (stereo unspecified)	3	-4	-3	2.7	-3	9	i	-4	-8
O=C(Cc1ccccc1)N1CCN(C2CCCC2)CC1	3	1	-4	-0.1	-1	-8	i	2	-7

Random excerpt: 2 records from the list, in no set order.
SMILES	MT1-MMP act inh	E coli Lon inh	bovine MsrA act	MsrA inhibitor	Rin1 Abl inh	SKN-1 inh	Neddyl block	NRP1-CendR mod	FAS-TE inh
CCN(CC)c1ccc(N=Cc2c(O)n(Cc3ccco3)c(=O)[nH]c2=O)cc1	-97	-32	-4	0.5	2	2	i	-38	-42
NP(=O)(OCC(F)(F)F)Oc1ccccc1 (stereo unspecified)	-1	3	-2	0.3	-4	-1	i	8	-5

Going on with the list:
SMILES	MT1-MMP act inh	E coli Lon inh	bovine MsrA act	MsrA inhibitor	Rin1 Abl inh	SKN-1 inh	Neddyl block	NRP1-CendR mod	FAS-TE inh
COC(=O)C1=C(c2ccc(F)cc2OCc2ccccc2)C[C@@H]2CC[C@H]1N2C(=O)NCc1ccc([N+](=O)[O-])cc1	1	7	-5	-0.3	1	4	i	-8	39
C[N+](C)(C)CC1CCCC1=O (stereo unspecified)	-7	-9	-1	-0.9	1	-4	i	0	-5
COC(=O)C1=C(c2cc3ccccc3s2)C[C@@H]2CC[C@H]1N2C(=O)NCCNC(C)=O	0	-7	-5	-0.5	5	0	i	6	-16
CCC(=O)OC1(c2ccccc2)CCN(C)CC1C (stereo unspecified)	-4	0	0	0.6	1	4	i	11	-3
CC(=O)N1Cc2cnnn2-c2ccccc2C1C#N (stereo unspecified)	-1	4	-1	0.1	-4	4	i	4	-6
C=C1C(=O)O[C@H]2[C@H]1[C@H](OC(=O)CC(=O)O[C@@H]1C[C@@H](C)[C@@H]3C=CC(=O)[C@@]3(C)[C@H]3OC(=O)C(=C)[C@H]13)C[C@@H](C)[C@H]1C=CC(=O)[C@]12C	10	1	-2	-0.7	2	4	i	-10	-6
COc1ccc(CCN)cc1S(N)(=O)=O	2	/	/	-0.9	/	9	i	12	/
CCOCCCNC(=O)C1c2cc(OC)c(OC)cc2C(=O)N2CCCCC12 (stereo unspecified)	-1	0	-3	1.8	1	7	i	11	-9
CC(=O)c1ccc(NC(=O)N2C[C@H]3C[C@@H](C2)c2cccc(=O)n2C3)cc1	7	-7	-2	1.6	1	5	i	-1	-4
COc1cccc(OCC(=O)N2CCN(C)CC2)c1	5	1	-3	-0.2	-2	7	i	0	-12
CC1=C(C)CC2(C(=O)NC(=O)NC2=O)C(C)C1 (stereo unspecified)	-2	-9	-3	0.2	-2	8	i	-1	-9
COc1cc2c(c(OC)c1OC)-c1ccc(O)c(=O)cc1[C@@H](N)CC2	4	-2	-7	1.5	4	12	i	0	-9
C=C1C2[C@H](OC(C)=O)[C@@H]3CC(=O)[C@]4(C)OC[C@@]3(C)[C@@]4(O)[C@@H](OC(C)=O)[C@H](OC(C)=O)[C@@]2(COC(=O)c2ccccc2)[C@@H](OC(C)=O)C[C@@H]1O (stereo partly specified)	1	4	-8	0.4	-5	10	i	-6	-6
CC1=CC(=C2C(=O)NC(=S)NC2=O)C=C(C(F)(F)F)N1C	11	-7	-9	2.8	-5	-1	i	-3	-15
CCC(=NCc1ccco1)c1c(O)n(C2CCCCC2)c(=O)[nH]c1=O	-13	-2	2	-0.2	-1	2	i	12	9
Cc1ccc(OC(=O)N(C)C[C@@H]2OCc3cnnn3CCCC(=O)N([C@@H](C)CO)C[C@H]2C)cc1	5	4	-2	0.1	1	-3	i	-6	-9
Cc1cc(OC(=O)N(C)C)nc(SCc2c(Cl)cccc2Cl)n1	-3	-3	-13	0.9	2	-11	i	0	9
